MMP13 inh: human MMP13 inhibitors, primary screen, biochemical, FRET peptide cleavage; inhibition, % at 4 µM; MMP-13 fTHP FRET cleavage, Mca fluorescence; 65,000 compounds, 0.07% hits; Collagenase 3 (Homo sapiens), P45452;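 active means inhibition above the mean of compound-free control plate wells plus 3 SD, cut at about 14% in these data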;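 further: 0% = DMSO wells and 100% = wells with reference MMP-13 inhibitor after basal subtraction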
Cdc25B inh: inhibitors of Cdc25B phosphatase catalytic domain, primary screen, biochemical, OMFP fluorescence | 65,000 compounds, 0.1% hits | recombinant Cdc25B, OMFP fluorescence Ex485/Em525 | inhibition, %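 (compounds tested at 10 µM final in the well)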; in the data active means inhibition above about 50%
Target sequence (P30305 whole entry, looked up, the tested form may be a part): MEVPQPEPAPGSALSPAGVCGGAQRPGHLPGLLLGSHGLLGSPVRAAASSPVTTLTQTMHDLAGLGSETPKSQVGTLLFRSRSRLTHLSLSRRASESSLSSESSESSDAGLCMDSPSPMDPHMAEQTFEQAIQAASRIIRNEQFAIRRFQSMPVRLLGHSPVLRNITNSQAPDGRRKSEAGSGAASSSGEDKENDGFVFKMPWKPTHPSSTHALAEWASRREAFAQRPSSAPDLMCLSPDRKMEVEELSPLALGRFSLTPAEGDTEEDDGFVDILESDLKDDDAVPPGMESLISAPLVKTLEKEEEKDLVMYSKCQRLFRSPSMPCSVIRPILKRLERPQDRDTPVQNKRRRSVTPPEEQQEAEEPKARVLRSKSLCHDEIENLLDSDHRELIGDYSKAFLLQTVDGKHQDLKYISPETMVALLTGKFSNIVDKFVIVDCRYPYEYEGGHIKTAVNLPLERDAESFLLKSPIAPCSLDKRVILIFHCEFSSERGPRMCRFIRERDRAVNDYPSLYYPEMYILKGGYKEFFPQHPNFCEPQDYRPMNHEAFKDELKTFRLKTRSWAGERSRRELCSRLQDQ
HEK293 NFkB inh: inhibitors of PMA/ionomycin-induced NF-kB reporter, primary screen, antigen receptor NF-kB inhibitor project, cell-based, HEK-293 luciferase reporter, luminescence | HEK-293 NF-kB luciferase reporter | inhibition, % at 3 µM | 62,000 compounds, 0.21% hits | AID 465, 2006;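 active means inhibition above the mean of all tested compounds plus 3 SD, cut at about 40% in these data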;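 further: 0% = stimulated DMSO wells and 100% = 10 µM reference inhibitor 5653914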
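Material: HEK-293 cells with stable firefly luciferase reporter driven by four HIV NF-kB elements / Also added: PMA plus ionomycin mix as NF-kB-activating stimulus / Compound dosing: 3 µM once, 0.30% DMSO / Times: 1 h pretreatment, 16 h stimulation, 37 °C / Signal: luminescence / Evaluation: per-plate % inhibition versus controls / Benchmarks: DMSO and 10 µM reference inhibitor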
TNAP act DEA: human TNAP enzyme activators, primary screen, biochemical, luminescent, intermediate phosphate acceptor level | purified TNAP, CDP-star luminescence, 100 mM DEA, 30 min; stronger effect = higher value; scale: 0 levamisole-inhibited, 1 vehicle-only enzyme | 64,000 tested, under 10 active | activation factor at 20 µM | Alkaline phosphatase, tissue-nonspecific isozyme (Homo sapiens), P05186;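 active means activation factor of at least 2 at 20 µM, relative to controls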
JNK3 inh: JNK3 kinase activity inhibitors, primary screen, biochemical, human, purified enzyme; HTS; inhibition, % at 8 µM; Mitogen-activated protein kinase 10 (Homo sapiens), P53779; 60,000 compounds, 0.61% hits; in the data active means inhibition above about 17%;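 further: 0% = DMSO and 100% = reference inhibitor; many of its hits are not listed in these tables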
PKA kinase inh: inhibitors of human PKA kinase activity, primary screen, biochemical, ATP-depletion luminescence, Kemptide substrate. PKA Kemptide phosphorylation, Kinase-Glo ATP luminescence. inhibition, % at 6 µM. 65,000 compounds, 0.1% hits. AID 524, 2006;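 active means inhibition above the screen-wide mean inhibition plus 3 SD, cut at about 21% in these data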; further: many of its hits are not listed in these tables
DUSP1 inh: MKP-1 phosphatase inhibitors, primary screen, biochemical, in vitro. Dual specificity protein phosphatase 1 (Homo sapiens), P28562. recombinant MKP-1, OMFP hydrolysis fluorescence. inhibition, %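 (compounds tested at a single concentration somewhere between 10 and 100 µM)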. 65,000 compounds, 0.15% hits. AID 374, 2006;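 active means inhibition above about 50%, limit read from the data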;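 further: 0% = DMSO max control wells and 100% = wells with enzyme stopped by NaOH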
Target sequence (P28562 whole entry, looked up): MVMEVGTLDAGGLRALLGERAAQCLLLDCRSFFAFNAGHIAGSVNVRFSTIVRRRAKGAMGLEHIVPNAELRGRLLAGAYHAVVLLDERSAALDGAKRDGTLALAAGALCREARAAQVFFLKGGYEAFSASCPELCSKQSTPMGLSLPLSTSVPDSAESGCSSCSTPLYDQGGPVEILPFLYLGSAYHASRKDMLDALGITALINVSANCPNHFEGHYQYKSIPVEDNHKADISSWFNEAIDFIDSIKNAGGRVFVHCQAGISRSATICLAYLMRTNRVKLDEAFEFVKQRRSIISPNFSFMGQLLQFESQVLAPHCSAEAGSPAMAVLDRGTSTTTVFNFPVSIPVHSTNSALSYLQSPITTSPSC
Jurkat tox 60K: cytotoxicity toward Jurkat T cells, primary screen, cytotoxicity control, cell-based, Jurkat E6.1, 60K MLSMR library; Jurkat E6.1 viability, ATP luminescence, 48 h; inhibition, % at 4 µM; 56,000 compounds, 1.2% hits; AID 463, 2006;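 active means inhibition above the mean inhibition of all tested compounds plus 3 SD, cut at about 28% in these data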
ROCK2 blocker: inhibitors of human ROCK2 kinase, primary screen, biochemical, high-throughput, luminescence. 60,000 compounds, 0.35% hits. inhibition, % at 6 µM. purified ROCK2, Kinase-Glo ATP depletion luminescence. Rho-associated protein kinase 2 (Homo sapiens), O75116. AID 604, 2007;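 active means inhibition above the screen-wide mean inhibition plus 3 SD, cut at about 18% in these data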;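 further: plate controls were DMSO wells for no effect and Y-27632 control wells after no-enzyme background subtraction for full effect; many of its hits are not listed in these tables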
* marks the source's active call; other numbers are inactive results; x = no result given; [ ] = remark or other dose.

Sample of the layout, 4 compounds:
SMILES	MMP13 inh	Cdc25B inh	HEK293 NFkB inh	TNAP act DEA	JNK3 inh	PKA kinase inh	DUSP1 inh	Jurkat tox 60K	ROCK2 blocker
CC1CCN(C(=O)CSCC(=O)Nc2nc(-c3cccs3)cs2)CC1	-1	-5	7	0.8	-8	-7	-7	-4	0
CCOC(=O)c1cc2c(=O)n3ccccc3nc2n(C(C)C)c1=NC(=O)c1ccncc1	-233[fluorescence artefact?]	-1	2	0.9	x	7	9	x	x
Nc1nonc1-c1nc2ccccc2n1CC(=O)N1CCCCC1	2	-14	12	0.9	4	1	6	2	3
Cc1ccccc1CN1CCN(S(=O)(=O)c2ccc(F)cc2)CC1	1	-4	13	0.9	3	4	-5	0	7

The listing, from the start:
SMILES	MMP13 inh	Cdc25B inh	HEK293 NFkB inh	TNAP act DEA	JNK3 inh	PKA kinase inh	DUSP1 inh	Jurkat tox 60K	ROCK2 blocker
CC1CCN(C(=O)CSCC(=O)Nc2nc(-c3cccs3)cs2)CC1	-1	-5	7	0.8	-8	-7	-7	-4	0
CCOC(=O)c1cc2c(=O)n3ccccc3nc2n(C(C)C)c1=NC(=O)c1ccncc1	-233[fluorescence artefact?]	-1	2	0.9	x	7	9	x	x
Nc1nonc1-c1nc2ccccc2n1CC(=O)N1CCCCC1	2	-14	12	0.9	4	1	6	2	3
Cc1ccccc1CN1CCN(S(=O)(=O)c2ccc(F)cc2)CC1	1	-4	13	0.9	3	4	-5	0	7
CC(=O)Nc1cccc(NC(=O)C2CCCN2C(=O)Nc2ccc(Cl)cc2)c1 (configuration not stated)	2	-10	18	1	-2	4	-1	-2	0
COCCOC(=O)C1=C(C)NC2=C(C(=O)CC(C)(C)C2)C1c1ccc(N(C)C)cc1 (configuration not stated)	-3	-4	14	0.9	-2	6	10	-8	3
O=C(CCSc1nc2ccccc2o1)N1CCOCC1	4	9	18	0.9	-6	-1	4	8	-2
CC1Cc2ccccc2N1C(=O)c1cnc2n(c1=O)CCS2 (configuration not stated)	1	-7	20	1	-3	4	4	4	-7
O=C(Nc1cccc(Cl)c1)N(CCN1CCOCC1)Cc1cccc(Cl)c1	3	-9	23	1	-2	8	-16	-2	3
COCC(=O)NC(C)c1nc2ccccc2[nH]1 (configuration not stated)	2	-10	8	1	x	-2	7	x	x
CCc1ccc(S(=O)(=O)NCc2cn3ccsc3n2)s1	-1	-12	17	x	1	2	1	2	5
COc1ccc(CCNC(=O)C(C)OC(=O)c2ccco2)cc1OC (configuration not stated)	6	6	3	0.9	x	8	4	x	x
CCC(=O)Nc1cccc(C(=O)c2ccccc2)c1	0	-4	21	0.9	6	10	-2	-3	10
CCCN(CCC)CCNC(=O)C1CCN(Cc2nc(-c3ccc(Cl)cc3)oc2C)CC1	-3	-23	8	1	3	1	2	2	1
CCCCNC(=O)c1cn(C)c2ccc(S(=O)(=O)N3CCOCC3)cc2c1=O	-5	-7	20	0.9	9	7	28	-3	3
O=C1CC(C(F)(F)C(F)(F)C(F)(F)C(F)F)=Nc2ccccc2N1	0	-3	8	0.8	-4	2	9	-1	2
COc1cc(OC)cc(C(=O)N2CCCc3ccccc32)c1	2	0	23	0.9	1	-2	-2	4	4
COCCCNC(=O)c1c(N)n(/N=C/c2ccccn2)c2nc3ccccc3nc12	-34	-22	x	0.9	5	-1	-15	x	-9
CCC(C)NC(=O)c1cnc2n(c1=O)CCS2 (configuration not stated)	4	2	18	0.9	-2	-6	-1	2	0
CCCCNC(=O)c1cc(-c2ccc(F)cc2)on1	0	-2	-50	0.9	-4	4	1	16	8
Cc1nc2ccc(S(=O)(=O)NCC(=O)N3CCc4ccccc4C3)cc2s1	4	-11	10	0.8	1	6	-7	-2	5
Cc1cc(C(=O)Nc2ccc(S(=O)(=O)N3CCCC3)cc2)cs1	5	-18	21	0.8	4	10	-4	0	8
CN1CCN(C(=O)c2cc3nc(-c4ccccc4)cc(C(F)(F)F)n3n2)CC1	-7	-3	-3	0.9	-8	9	0	7	7
CCOC(=O)c1c(N)n(CCOC(=O)c2cccs2)c2nc3ccccc3nc12	-177[fluorescence artefact?]	7	20	0.9	3	-3	4	6	-3
O=C(OC(C(=O)NCc1ccc2c(c1)OCO2)c1ccccc1F)c1ccco1 (configuration not stated)	-3	-1	6	0.9	7	12	20	1	8
CCOc1ccc(NS(=O)(=O)c2ccc3[nH]c(=O)oc3c2)cc1	0	1	8	0.9	-3	7	10	6	8
CC(=O)c1ccc(NC(=O)CCc2c(C)nc3ncnn3c2C)cc1	1	-1	7	0.8	5	-4	-5	0	-3
Cc1noc(C)c1C(=O)OCC(=O)/C=C1\N(C)c2ccccc2C1(C)C	-5	-12	-8	0.8	8	7	6	-1	1
Clc1c(-c2nnc3n2CCCCC3)sc2ccccc12	4	-8	15	1	0	17	21	-11	6
Cc1cc(C(F)(F)F)nn1CC(=O)Nc1cccnc1	-11	-10	10	0.9	1	9	10	0	3
CC(C)OCCCNC(=O)Cn1nc(-c2ccccc2)ccc1=O	0	-24	17	1	0	8	-2	2	0
CCSc1nnc(NC(=O)c2ccccc2)s1	0	3	-19	x	4	7	5	-6	8
COCCCn1c(SCC(=O)Nc2ccc(C(C)=O)cc2)nc2ccccc2c1=O	0	1	2	0.9	4	3	23	2	7
COC(=O)c1ccc(-c2sc3nc(N4CCOCC4)c4c(c3c2N)CCCC4)o1	-212	-25	x	0.8	6	1	-1	x	-4
CCOc1cc(N2CCOCC2)c(OCC)cc1NC1=NCCCCC1	-4	0	10	1	-7	-4	30	5	-3
O=c1[nH]c(=O)n(C2CCCCCC2)c(O)c1C=NCc1ccc(F)cc1	6	-6	12	0.9	-4	-4	21	2	0
COc1ccc(S(=O)(=O)N2CCCC2C(=O)Nn2cnnc2)cc1 (configuration not stated)	2	-16	21	0.9	-4	14	-1	4	8
COCCNC(=O)c1ccc(N2CCCCC2)c(NS(=O)(=O)c2ccc(C)cc2)c1	-3	16	3	0.9	0	5	29	-4	8
O=C(NC1CCN(Cc2ccccc2)CC1)C1CCN(S(=O)(=O)c2cccc3nsnc23)CC1	5	-11	-10	0.9	-7	9	-6	8	2
CCC(=O)N(CC)c1nc(-c2ccc(OC)cc2)cs1	3	-8	5	0.9	-11	-4	2	3	-6
O=C(NC1CCCC1)C(c1ccc(O)cc1)N(CC1CCCO1)C(=O)C1COc2ccccc2O1 (configuration not stated)	-6	-4	3	0.9	-4	8	-6	9	2
Cc1ccc2oc(=O)n(CCOc3ccccc3Cl)c2c1	-1	-6	7	1	-1	-1	6	7	-4
COc1ccc(/C(O)=C2/C(=O)C(=O)N(CCN(C)C)C2c2ccccc2)cc1Cl (configuration not stated)	-5	-2	2	0.9	4	4	8	-6	2
CCN1CCc2c(C#N)c(N3CCOCC3)nc(NCCO)c2C1	-9	5	x	1	8	3	-31	x	2
O=C(COC(=O)c1ccc(=O)n(Cc2ccccc2)n1)Nc1ccc2c(c1)OCCO2	-1	-8	6	0.9	5	2	7	0	-1
COc1ccc(NC(=O)CSc2nccn2-c2cccc(OC)c2)cc1	6	10	12	0.9	3	-4	-2	6	-5
C=CC(=C)CC(NC)c1ccccc1 (configuration not stated)	-3	0	8	0.9	0	7	-5	-7	7
CCOC(=O)c1nc(S(C)(=O)=O)ncc1N1CCOCC1	-6	-8	0	0.9	-3	11	-1	-6	6
CCc1ccccc1N(C)C(=O)CCc1nc(-c2ccc(C)cc2)no1	1	-16	2	0.9	-3	-4	9	10	1
CCCc1nc2ccccc2c(=O)n1/N=C/c1ccc(O)c(O)c1	3	12	9	0.9	-2	7	-24	10	8
O=C(CCc1ccc(S(=O)(=O)N2CCOCC2)cc1)NCCCN1CCCC1=O	0	-5	9	1	7	6	4	-2	6
CCOc1ccc(NC(=O)C2CCC(N3C(=O)C4CC=CCC4C3=O)CC2)cc1 (configuration not stated)	6	1	13	0.9	0	12	19	-7	6
Cc1cc2c(c(Sc3ccccc3)n1)C(=O)OC2	4	3	16	0.9	0	3	5	4	2
O=C(NCc1ccco1)c1c[nH]c2ccc(S(=O)(=O)N3CCOCC3)cc2c1=O	-8	1	10	1	x	5	12	x	x
COc1ccc(OCC(O)Cn2c(Nc3ccccc3)nc3c2c(=O)n(C)c(=O)n3C)cc1 (configuration not stated)	1	-9	1	0.9	-6	4	-18	1	-2
COc1cc(C(=O)Nc2nc(OC)c(-c3ccccc3)c(OC)n2)cc(OC)c1OC	-1	3	10	0.9	2	9	26	12	6
O=C(NCc1ccco1)C1CCCCN1S(=O)(=O)c1ccc(F)cc1 (configuration not stated)	1	-9	18	0.9	2	9	5	-2	3
Cc1ccc(C(=O)/C=C/Nc2ccccc2C(N)=O)o1	-28	5	-4	0.9	-1	-1	-2	-2	-1
Cc1nnc2n(-c3ccc(Cl)cc3)c(=O)c3c4c(sc3n12)CN(C)CC4	3	-14	7	0.9	x	0	10	x	x
N#Cc1c(NC(=O)c2ccc(Cn3cc(Br)cn3)o2)sc2c1CCCCCC2	2	-5	8	0.9	0	-1	11	8	-4
(cont.)
SMILES	MMP13 inh	Cdc25B inh	HEK293 NFkB inh	TNAP act DEA	JNK3 inh	PKA kinase inh	DUSP1 inh	Jurkat tox 60K	ROCK2 blocker
COCCN(CC(=O)Nc1cccc(C)c1)S(=O)(=O)c1ccc(S(=O)(=O)N2CCCC2)cc1	2	-1	22	0.9	0	6	-7	-3	6
O=c1[nH]c(SCc2ccccc2Cl)nc2c1cnn2-c1ccccc1	5	-3	9	0.9	-3	6	-2	-6	3
O=C1NCCN1Cc1cccc(Cl)c1	4	-10	8	0.9	1	16	7	-8	1
COc1ccc(NC(=O)C(F)(OC)C(F)(F)F)c(OC)c1 (configuration not stated)	1	-1	10	0.9	2	7	9	-6	2
COc1cc(S(=O)(=O)N2CCN(C(=O)c3ccccc3F)CC2)c(OC)cc1NC(C)=O	4	3	-1	0.9	-3	-12	-21	6	-3
O=S(=O)(c1ccc(Cl)cc1)c1ccccn1	1	4	12	0.8	x	11	11	x	x
C=CCOC(=O)C1=C(C)NC(C)=C(C(=O)OCC=C)C1c1ccc(O)cc1	-2	-8	-7	1	3	8	12	-2	1
O=C(CSc1n[nH]c(-c2ccco2)n1)N1c2ccccc2Sc2ccccc21	1	4	2	0.8	-1	6	11	2	-1
Cc1cc(C)c(S(=O)(=O)N2CCN(c3nc4c(c(=O)n(C)c(=O)n4C)n3C)CC2)c(C)c1	-5	-1	15	0.9	4	1	5	5	-2
CCN(Cc1nc2ccccc2c(=O)[nH]1)Cc1cc(=O)oc2cc(C)c(C)cc12	-5	5	16	0.9	-2	-2	8	0	2
N/C(COc1ccc(C(=O)O)cc1)=N\O	-3	-4	11	0.9	5	5	12	4	6
O=C(Oc1ccc(-c2ccccc2)cc1)N1CCCCC1	5	-8	-16	1	6	-1	-5	-2	4
CCN1CCN(C(c2cccs2)C(C)NC(=O)c2cccc(OC)c2OC)CC1 (configuration not stated)	6	-8	3	0.9	7	11	4	-2	9
Cc1noc(C)c1S(=O)(=O)N(C)CC(=O)NCc1ccccc1	3	9	-11	1	2	15	8	-8	6
Cc1nc2ccccn2c1/C(O)=C1\C(=O)C(=O)N(CCN2CCOCC2)C1c1cccs1 (configuration not stated)	-10	5	4	0.8	-2	-8	0	8	-4

Compound activity from PubChem.
